KAT2A inh: blocks human GCN5L2 histone acetyltransferase; Q92830; GCN5L2 HAT assay, ThioGlo1 CoA-SH fluorescence; Potency, µM (series often up to 58.9 µM), for the others: at the top dose activity change, negative = inhibition, usual class: inhibitors; 390,000 compounds, 0.21% hits; AID 504327
Target sequence (Q92830 whole entry, looked up): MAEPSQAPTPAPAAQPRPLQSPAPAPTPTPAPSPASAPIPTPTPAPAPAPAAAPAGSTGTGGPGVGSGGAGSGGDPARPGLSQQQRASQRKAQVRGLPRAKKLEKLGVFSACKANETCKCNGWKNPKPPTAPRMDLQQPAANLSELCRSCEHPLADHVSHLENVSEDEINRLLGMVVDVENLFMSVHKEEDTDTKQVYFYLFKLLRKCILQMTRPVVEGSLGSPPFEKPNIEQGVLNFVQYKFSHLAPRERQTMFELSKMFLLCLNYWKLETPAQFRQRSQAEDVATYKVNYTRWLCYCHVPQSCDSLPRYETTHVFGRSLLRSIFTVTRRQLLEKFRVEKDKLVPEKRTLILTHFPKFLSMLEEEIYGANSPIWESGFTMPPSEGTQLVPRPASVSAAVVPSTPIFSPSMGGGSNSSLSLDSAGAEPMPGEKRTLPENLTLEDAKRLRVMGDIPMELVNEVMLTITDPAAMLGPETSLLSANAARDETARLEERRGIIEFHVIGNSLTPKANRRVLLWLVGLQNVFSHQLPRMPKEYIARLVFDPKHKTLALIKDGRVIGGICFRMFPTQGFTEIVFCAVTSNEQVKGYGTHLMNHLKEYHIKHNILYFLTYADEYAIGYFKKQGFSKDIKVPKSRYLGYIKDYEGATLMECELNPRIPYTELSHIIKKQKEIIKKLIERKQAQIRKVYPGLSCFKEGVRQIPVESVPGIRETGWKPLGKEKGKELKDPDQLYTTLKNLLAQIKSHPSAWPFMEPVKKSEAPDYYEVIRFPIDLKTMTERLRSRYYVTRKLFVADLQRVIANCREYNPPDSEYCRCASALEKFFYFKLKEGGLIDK
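Enzyme at 20nM final was mixed with library compounds for 15 min at room temperature. Peptide H3(1-25) at 75uM, acetyl-CoA at 70uM and ThioGlo1 at 50uM were then added. Plates were read immediately and after 20 min (Ex340nm/Em540nm).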
N370S GC mod: inhibits or activates N370S mutant glucocerebrosidase; Potency, µM (highest dose often 59.4 µM), inactives show top-dose activity change, negative = inhibition, most hits filed as inhibitors; 330,000 compounds, 0.092% hits; P04062; N370S GC spleen homogenate, 4MU-glucoside fluorescence;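 note: 0% = full enzyme activity and -100% = no enzyme basal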
FEN1 inhibitor: inhibitors of human flap endonuclease 1; AID 588795; 390,000 compounds, 0.35% hits; Potency, µM (doses to about 114 µM), for inactives: at the top dose activity change, negative = inhibition, most hits filed as inhibitors; P39748; Recombinant FEN1 flap cleavage, fluorescence, 15 min; note: nearly all actives have a fitted effect of over 65% in size
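Recombinant FEN1 (10 nM) was preincubated with pin-transferred compounds for 15 min at room temperature, then flap DNA substrate (50 nM final) was added. Plates were read at 0 and 15 min, and normalized concentration–response data were fitted to a four-parameter Hill equation.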
* = called active by the depositor; ? = inconclusive; . = no result given; & = joins results of further samples; [ ] = remark or other dose. Calls come from the whole dose curve; as a rule, active = well fitted curve in the direction sought with a large enough effect; inconclusive = small, poorly fitted or top-dose-only effect, or another doubt; inactive = no such curve, though single readings can be large; an effect the other way counts as inactive or inconclusive. Unless noted, % is set by controls: 0 for no effect and ±100 for the full control effect; potency is the fitted concentration of half-maximal effect.

Results follow in this order: KAT2A inh | N370S GC mod | FEN1 inhibitor
- CC(C)C(=O)Nc1nc(-c2ccc(S(=O)(=O)N3CCOCC3)cc2)cs1
 : 0.3% | 5.2% | -1.1%
- O=C(CN1CCN(C(=O)c2ccccc2)CC1)Nc1ccccc1
 : -17.8% | -8.5% | 14.0%
- Cc1ccc(S(=O)(=O)C2(C(=O)O)CCCC2)cc1C
 : 2.5% | 1.2%[2.35 µM] | 7.3%
- COC(=O)N/N=C\c1ccc(-c2cc(Cl)c(Cl)cc2Cl)o1
 : -10.3% | 3.1% | -6.3%
- COc1ccc(Cc2nnc(SCc3c(C)noc3C)n2C2CCCCC2)cc1OC
 : -4.1% | 2.8%[2.35 µM] | -3.2%
- Cc1sc2nc(CN3CCOCC3)nc(NS(=O)(=O)c3ccccc3)c2c1C
 : -6.6% | 11.2% | 0.0%
- Cc1nn(C)cc1-c1n[nH]c(=S)n1-c1ccc(F)cc1
 : -0.2% | 2.0% | -0.1%
- COc1cccc(CN(CC(=O)NCC2CCCO2)C(=O)CCC(=O)Nc2cc(C)on2)c1 (stereo unspecified)
 : 1.5% | -1.1% | 8.8%
- CCOc1ccc(C(=O)CSc2nnc(N)s2)cc1
 : -1.0% | 4.9% | -2.4%
- Cc1oc(C(C)(C)C)cc1C(=O)Nc1ccc2c(c1)OCCO2
 : . | -0.1% | -5.9%
- O=C(CSc1cc(Cl)ccc1Cl)NC1CCCC1
 : 0.1% | -14.0% | 3.2%
- Cc1ccc(CCCOC(=O)C[N+]2(C)CCCC2)cc1
 : -14.5% | 4.2% | 11.6%
- CSc1nc2sc3c(c2c(=O)n1C1CCCCC1)CCN(C)C3
 : -12.4% | ? | 12.2%
- COc1ccc2ccccc2c1/C=N/n1cnnc1
 : -11.2% | 1.5% | 13.0%
- COc1cccc(CN(C)CC(O)COC(c2ccccc2)c2ccccc2C)c1 (stereo unspecified)
 : -4.8% | 2.1% | -7.6%
- CCOC(=O)c1c(C)[nH]c(C)c1S(=O)(=O)N1CCN(c2ccccc2OC)CC1
 : -22.0% | . | -13.8%
- O=C(NCc1cccnc1)C(=O)Nc1nc2ccccc2s1
 : -0.3% | 1.7% | 1.7%
- CCOC(=O)CNC(=O)CSc1nc2sc(C)c(C)c2c(=O)n1C
 : -3.9% | 15.8% | -9.2%
- COc1ccc(-c2cc(C(F)(F)F)nc(NCc3ccccc3)n2)cc1
 : -6.9% | . | -25.3%
- CCOC(=O)c1[nH]c2cc(OC)c(OC)cc2c1NC(=O)c1ccc2c(c1)OCO2
 : ? | 2.7% | 0.8%
- CCOC(=O)c1ccc(-c2c(C(=O)OCC)oc3cc(O)c(CC)cc3c2=O)o1
 : -2.9% | 0.8% | 11.3%
- O=C(/C=C/c1ccco1)Nc1sc2c(c1C(=O)O)CCC2
 : ? | -1.6% | -11.6%
- Nc1ccccc1C#CC(=O)c1ccccc1
 : -0.8% | -2.5% | -1.5%
- NC(=O)c1nsc(C(=O)N(Cc2ccccc2F)C(C(=O)NCC2CCCO2)c2ccc(F)cc2)c1N (stereo unspecified)
 : -5.4% | -12.6% | -1.6%
- COc1ccc(OCC(=O)Nc2ccc3c(c2)n(C)c(=O)n3C)cc1
 : 1.0% | -14.4% | -16.3%
- Cc1cccc(C(=O)Nc2cc(=O)n(C)c(=O)n2C)c1
 : 0.8% | -26.8% | -15.9%
- O=C(C1CCC(=O)N(C2CCCC2)C1)N1CCN(c2ccccc2Cl)CC1 (stereo unspecified)
 : -4.3% | -17.9% | 17.5%
- CCOC(=O)C1CCCN(Cc2cc(=O)oc3cc(C)ccc23)C1 (stereo unspecified)
 : ? | 14.0% | 1.4%
- CCCC(=O)N1CCN(c2nc3c(OC)ccc(C)c3s2)CC1
 : 0.3% | . | -8.2%
- CCOC(=O)c1c(-c2cccs2)csc1NC(=O)CNCCN1CCOCC1
 : -1.3% | -23.6% | .
- Cc1ccccc1NC(=O)c1ccc(C)c(S(=O)(=O)NCc2cccnc2)c1
 : -12.9% | -14.7% | 0.1%
- Cc1cc(C)c2nc(SCC(=O)Nc3ccc(S(=O)(=O)N4CCCC4)cc3)c(C)cc2c1
 : -18.2% | 0.2% | -6.5%
- O=C(Nc1nnc(-c2ccccc2F)s1)Nc1ccccc1F
 : -2.1% | 10.0% | 13.9%
- O=C(NCCNC(=O)c1ccccc1Br)c1cccnc1
 : ? | -2.4% | -2.2%
- C[C@@H]1NC(=O)/C(=C\c2ccccc2Cl)NC1=O
 : -18.1% | -5.7% | 5.0%
- O=C(OCC(=O)N1CCN(C(=O)c2ccco2)CC1)c1ccc(Cl)nc1
 : 0.1% | . | -2.4%
- CC(=O)NCCN1C(=O)C2C3c4ccccc4C(c4ccccc43)C2C1=O (stereo unspecified)
 : -13.2% | 4.4% | 1.9%
- COc1cc2ccccc2cc1-c1nnc(COc2ccccc2)o1
 : -25.1% | 3.8% | 13.3%
- CCCCc1c(C)nc2ccc(Br)cc2c1SCCC#N
 : -5.7% | 18.3% | .
- O=C(Nc1ccn(Cc2ccccc2)n1)c1cccc(F)c1
 : -3.6% | 2.7% | -8.3%
- Cc1sc(C(C2C(=O)CC(C)(C)CC2=O)C2C(=O)CC(C)(C)CC2=O)cc1[N+](=O)[O-]
 : 0.0% | 12.1% | ?
- O=C(NCc1nc2ccccc2[nH]1)C1=C[C@@H](c2ccc(Br)cc2)C[C@@H](OCc2ccc(CO)cc2)O1
 : 0.9% | 24.4% | -3.1%
- CN(Cc1ccccc1)S(=O)(=O)c1ccc(Cl)c(C(=O)OCC(=O)NC2CCS(=O)(=O)C2)c1 (stereo unspecified)
 : -1.6% | . | -12.0%
- CCOC(=O)C1=CC[C@@H](c2ccco2)N(S(=O)(=O)c2ccc(C)cc2)[C@H]1C(=O)OCC
 : -3.3% | . | -4.7%
- COc1ccccc1Nc1nc(N)nc(CSc2nnc(C)s2)n1
 : . | 5.2% | -2.8%
- CCN(Cc1ccccc1)Cc1c(O)ccc2c(=O)c(-c3ccc(Cl)cc3)c(C(F)(F)F)oc12
 : -3.1% | . | -11.9%
- CN1CCCN(C(=O)/C=C/c2ccc(Cl)cc2Cl)CC1
 : -7.2% | 1.8% | 5.6%
- O=C(O)c1cc(-c2cc3ccccc3o2)nn1-c1ccccc1
 : -5.4% | 1.8% | -0.3%
- CCN(Cc1ccccc1)S(=O)(=O)c1csc(C(N)=O)c1
 : -16.0% | 3.5% | 5.7%
- COc1cccc(C2=NN(C(=O)c3ccco3)C(O)(C(F)(F)F)C2)c1 (stereo unspecified)
 : -14.3% | 12.9% | 1.4%
- COc1cccc2nc3cc(C)c(C)cc3nc12
 : -2.7% | -14.7% | ?
- COc1ccc(N2CCN(CCCNC(=O)Nc3ccccc3Cl)CC2)cc1
 : -12.3% | . | 2.0%
- CC(C)OCCCNC(=O)C1CC(=O)N(CCc2ccccc2)C1 (stereo unspecified)
 : -0.3% | -4.4% | 0.0%
- CN(Cc1ccccc1)/C(=N/O)c1cccc(Cl)c1
 : -9.2% | -2.2% | 11.9%
- CCn1cc(C(=O)NCCc2ccccc2)c(=O)c2cc(S(=O)(=O)N3CCCC3)ccc21
 : -3.5% | 18.5% | -0.1%
- CC(C)C1NC2(C(=O)c3ccccc3C2=O)C2C(=O)N(c3ccc(F)cc3)C(=O)C12 (stereo unspecified)
 : -2.0% | 1.7% | -4.4%
- O=C(O)Cc1csc(NC(=O)c2ccco2)n1
 : -1.5% | 1.5% | -8.5%
- O=C(CNC(=S)NC(=O)c1ccc(F)cc1)c1ccccc1
 : -1.3% | 14.0% | 3.5%
- Cc1cccc(N2CCN(S(=O)(=O)c3ccc4oc(=O)c5ncn(C)c5c4c3)CC2)c1C
 : 0.7% | . | -3.8%
- COC(=O)CC1C(=O)NCCN1C(=O)c1ccc(S(=O)(=O)N2CCOCC2)cc1 (stereo unspecified)
 : -0.8% | 0.8% | 4.7%

Next section:
Results follow in this order: KAT2A inh | N370S GC mod | FEN1 inhibitor
- COc1ccc(/C=N/NC(=O)c2ccc(N(C)S(=O)(=O)c3ccccc3)cc2)c(OC)c1
 : -8.4% | 7.9% | -12.9%
- COc1cccc(CNc2ccc(C(=O)O)cc2)c1OCc1ccccc1
 : -23.1% | -6.6% | 21.2%
- O=C(CSc1ccc(Cl)cc1)Nc1cccc(-c2nc3ncccc3o2)c1
 : 0.0% | 1.9% | -8.4%
- Nc1c(-c2ccc(Cl)cc2)nnn1-c1ccccc1
 : -11.2% | 10.0% | 29.7%
- CCOc1ccc(/C=C/C(=O)OCC(=O)Nc2cccc(S(=O)(=O)N3CCCC3)c2)cc1
 : -9.6% | . | -13.7%
- CC1(C)C2CCC1(CS(=O)(=O)NC1CCCC1)C(=O)C2 (stereo unspecified)
 : -3.5% | -9.9% | 2.4%
- COc1ccc(Nc2c(-c3ccco3)nc3cccc(C)n23)cc1
 : -6.6%&-4.3% | -20.4% | -11.4%&-3.6%
- CCN(CC)CCCn1c2c(c(SCC(=O)Nc3nc4ccccc4s3)nc1=O)CCC2
 : -5.8% | -4.8% | -0.2%
- Cc1ccc(C(=O)CSc2ccccn2)cc1
 : 9.0% | 11.1% | -0.4%
- Cc1ccc(C2(C)NC(=O)N(CC(=O)N3c4ccccc4NC(=O)CC3C)C2=O)cc1 (stereo unspecified)
 : 0.7% | . | 29.4%
- CCOc1ccc(N(CC)C(=O)CCc2nc(-c3ccccc3F)no2)cc1
 : -8.2% | . | ?
- CC(=O)Nc1ccc(C(=O)Nc2nc(-c3ccccn3)cs2)cc1
 : -14.2% | -4.5% | 16.5%
- C=CCN(c1ccccc1)S(=O)(=O)c1cccc(C(=O)NCC(c2ccc(OC)cc2)N2CCCCC2)c1 (stereo unspecified)
 : -13.0% | -7.4% | 6.5%
- Cc1ccc(C(=O)NCCCNC(=O)c2ccc(C)nc2)cc1
 : -1.4% | -1.4% | 2.7%
- CC(C)[C@H](NC(=O)N1CCn2c1nc1ccccc12)C(=O)N[C@@H](C(=O)O)c1ccccc1
 : -3.6% | 0.4% | -0.2%
- CC(C)CN(CCNC(=O)CN1C(=O)COc2ccc(S(=O)(=O)N3CCC(C)CC3)cc21)CC(C)C
 : -19.9% | 2.4% | 0.0%
- Oc1ccc(N=Nc2ccc3c(c2)OCCO3)c2ncccc12
 : 1.0% | -23.6% | -3.8%
- Cc1nnc(SCCCn2c(N3CCN(c4ccccc4)CC3)nc3c2c(=O)[nH]c(=O)n3C)s1
 : -11.0% | 1.7% | -3.8%
- Nc1cc(N)nc(SCC(=O)NNC(=O)c2ccc(Cl)cc2)n1
 : 4.4% | -1.8% | -3.9%
- O=C(CNC(=O)c1ccc(Br)o1)NC1CCCCC1
 : -3.6% | -1.1% | 9.8%
- CS(=O)(=O)NCCNc1cc(Cl)ccc1[N+](=O)[O-]
 : -12.0% | -4.7% | -3.9%
- COCCN1C(=O)c2oc3ccc(C)cc3c(=O)c2C1c1ccc(C(=O)OC)cc1 (stereo unspecified)
 : -3.9% | . | 0.5%
- CCN(CC(=O)Nc1ccc(OC)cc1)C(=O)Cc1coc2cc(C)c(C)cc12
 : -20.7% | . | 4.2%
- COc1cccc(NC(=O)N2CCN(c3nc(-c4cccc(OC)c4)cs3)CC2)c1
 : -10.6% | -0.3% | -6.5%
- COC(=O)c1cnn(-c2ccc(C(=O)Nc3cccc(C(C)=O)c3)cc2)c1N
 : -0.4% | -1.2% | 2.4%
- CCCCn1c(-c2ccc(OC)cc2)nc2c(=O)n(C)c(=O)[nH]c21
 : -1.0% | 0.0% | 10.1%
- CN(c1ccc(OCC(=O)N2CCCC2)cc1)S(=O)(=O)c1ccc(Cl)cc1
 : 3.6% | . | 14.2%
- O=C(/C=C/c1ccc([N+](=O)[O-])cc1)Nc1ncc([N+](=O)[O-])s1
 : -29.4% | 10.5% | 3.1%
- CCNC(=S)N1CCCCC1CO (stereo unspecified)
 : 0.2% | -13.7% | -8.6%
- CC(C)(C)OC(=O)C[C@H]1C/C=C\C[C@H](CC(=O)NCCO)C(=O)N[C@@H](c2ccccc2)COC1=O
 : -2.9% | . | -18.0%
- CCC(=O)N1CC2(c3ccccc3)CN(C(=O)CC)CC(c3ccccc3)(C1)C2=O
 : -4.8% | 11.6% | 6.2%
- CC(=O)c1cccc(OCc2cc(C(=O)N(C)CCc3ccccn3)no2)c1
 : 0.5% | 2.2% | 11.3%
- C/C(=N\NC(=O)c1nc2ccccn2c1C)c1cccc([N+](=O)[O-])c1
 : 2.0% | 1.3% | -7.3%

Results in FEN1 inhibitor, for some of the entries so far:
smiles | FEN1 inhibitor
O=C(/C=C/c1ccc([N+](=O)[O-])cc1)Nc1ncc([N+](=O)[O-])s1 | 3.1%
CCCCn1c(-c2ccc(OC)cc2)nc2c(=O)n(C)c(=O)[nH]c21 | 10.1%
CS(=O)(=O)NCCNc1cc(Cl)ccc1[N+](=O)[O-] | -3.9%
C/C(=N\NC(=O)c1nc2ccccn2c1C)c1cccc([N+](=O)[O-])c1 | -7.3%

Screens (PubChem BioAssay)

An excerpt; the hit share may differ from the screen's.
